PAX8 reporter – PAX8 transcriptional activity inhibition | RMG-I TPO-luciferase reporter, SteadyGlo, 24 h | inhibition, % at 12.6 µM | hit rate 1.2% among 360,000 | AID 652154;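 active = mean replicate inhibition at least 60% with every replicate also reaching 60%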;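 also: luciferase light reporting Pax8 driven TPO promoter activity; plate controls were median of neutral control wells for no effect and mitoxantrone controls for full effect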
PGC1a acetyl inh – PGC1a acetylation modulation, inhibitor mode; U2OS PGC1a acetylation, AlphaScreen anti-acetyl-lysine; with virally co-expressed GCN5 acetyltransferase; inhibition, % at 15.6 µM; hit rate 0.17% among 350,000;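 active = every replicate shows inhibition of at least 40%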;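 also: 0% = neutral control wells and 100% = positive control wells; some results beyond the cut were filed as inactive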
FN deposition inh – fibronectin deposition inhibition; AID 743247; AH1F fibroblasts, Alexa488-fibronectin deposition fluorescence, overnight; hit rate 0.086% among 350,000; inhibition, % at 12.6 µM;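 active = mean inhibition across replicates of 30% or more, regardless of how many single replicates reach that level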;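 also: positive control wells lacked labelled fibronectin entirely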
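material = AH1F fibroblast monolayer depositing Alexa488-labelled fibronectin into matrix | amount = 10000 AH1F cells/well | buffer or medium = DMEM plus 2% serum, read in PBS | incubation = 1 h cell adhesion before compound, then overnight fibronectin incubation | detection = fluorescence at 485 nm excitation, 525 nm emission | evaluation = percent inhibition as loss of matrix-bound fibronectin fluorescence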
EWS-Fli inh – blocks EWS/Fli oncoprotein-driven transcription | A673 NR0B1-luciferase reporter, viability-normalised | inhibition, % at 12.6 µM | hit rate 0.67% among 350,000;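 active = mean inhibition of at least 50% after viability correction, with every replicate also passing that limit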;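 also: firefly luciferase signal divided by Alamar Blue viability fluorescence both relative to DMSO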
Casp6 inh – caspase-6 (human) enzyme inhibition | P55212 | purified caspase-6, Z-VEID-R110 cleavage fluorescence | inhibition, % at 12.5 µM | hit rate 0.53% among 350,000 | AID 686996;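 active = mean inhibition across replicates at least about 35%, with every replicate also reaching that limit, limit read from the data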;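 also: 0% = median of neutral control wells and 100% = no fluorescence left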
Target sequence (P55212 24-179 limits assumed): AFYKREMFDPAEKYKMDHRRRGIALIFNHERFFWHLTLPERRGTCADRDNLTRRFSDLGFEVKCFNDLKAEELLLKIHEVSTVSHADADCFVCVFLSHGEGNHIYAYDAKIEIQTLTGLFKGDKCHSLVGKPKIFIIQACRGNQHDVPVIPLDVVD
Target sequence (P55212 194-293 limits assumed): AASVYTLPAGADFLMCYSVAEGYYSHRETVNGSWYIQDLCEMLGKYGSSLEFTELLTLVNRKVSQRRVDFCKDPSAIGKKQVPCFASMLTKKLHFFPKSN
Cneo AK release – causes C. neoformans cell lysis | AID 651654 | adenylate kinase release luminescence, 4 h; normalised: neutral wells 0, clomiphene wells 100 | lysis activity, % at 15 µM | hit rate 0.2% among 360,000;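 active = mean lysis activity across replicates of at least 80%, whatever share of replicates individually reach that level; inactive = mean lysis activity below 80%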
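Material – log-phase Cryptococcus neoformans yeast cells · Input – 5 × 10^6 yeast cells/mL · Medium – fresh YPD growth medium · Doses – single compound concentration per well · Timing – static 4 h at 37 °C with compound, 1 h detection · Detection – adenylate kinase release luminescence · Read-out – signal increase indicating cell lysis · Control set – Clomiphene as positive lysis control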
LGR2 inh – Drosophila LGR2 receptor signaling inhibition; HEK293 LGR2, CRE-luciferase, bursicon-stimulated, 4 h; inhibition, % at 9.99 µM; hit rate 0.35% among 380,000; AID 720647;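 active = drop in luminescence signal, shown as inhibition above about 50% in the replicate tests, limit read from the data, passing the limit was not always enough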;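 also: agonist challenge used bursicon conditioned medium at about half maximal strength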
miR122 inh – blocks miR-122 activity in Huh7 sensor cells; activation (reporter increase), % at 12.5 µM; AID 602342; hit rate 0.3% among 340,000; Huh7 miR-122 Renilla luciferase sensor, 48 h; neutral wells = 0, positive control = 100;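 active = mean replicate activation score at least 90 and every replicate individually at or above 90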;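 also: higher luciferase means less miR-122 activity so hits act as miR-122 inhibitors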
An asterisk follows results filed as active; . = not tested or not shown; [ ] = remark or other dose.

SMILES	PAX8 reporter	PGC1a acetyl inh	FN deposition inh	EWS-Fli inh	Casp6 inh	Cneo AK release	LGR2 inh	miR122 inh
N#Cc1ccc2[nH]cc(C3c4cc(F)ccc4C=C(c4ccsc4)N3c3ccc(C#CCCO)cc3)c2c1 (stereo unspecified)	1	.	10	9	-2	.	-1	.
CCCCn1c(=O)[nH]c(=O)c2c1nc(-c1ccc(C(F)(F)F)cc1)n2C	12	-12	.	-7	-2	0	-4	0
COc1ccc(S(=O)(=O)N(C)C[C@H]2Oc3ccc(NC(=O)Cn4cnnn4)cc3CC(=O)N([C@@H](C)CO)C[C@H]2C)cc1	.	10	.	2	1	1	-5	0[16.7 µM]
CS(=O)(=O)Nc1ccc(C2=NN(C(=O)c3ccco3)C(c3ccc(F)cc3)C2)cc1 (stereo unspecified)	11	.	-2	0	2	.	-12	.
O=C(CN1CCOCC1)Nc1c(C(=O)C2CC2)oc2ccccc12	-10	-10	.	10	2	0	-5	4
CC1Cn2c(nnc2-c2ccccc2O)S1 (stereo unspecified)	-10	5	6	1	-1	8	3	-2
CCOC(=O)C(CN1CCCC1)c1ccccc1 (stereo unspecified)	-5	-3	-8	-4	4	0	15	-3
CO[C@H]1CN(C)C(=O)c2ccc(NC(=O)C3CC3)cc2OC[C@@H](C)N(C(=O)c2ccccn2)C[C@H]1C	-9	-5	-3	1	-1	-2	8	.
COC(=O)CC1COc2ccccc2N1C(=O)c1cc(OC)c(OC)c(OC)c1 (stereo unspecified)	8	4	-4	12	2	3	16	7
Cc1ccc(C)c(Cc2c(C)nc3c(C(=O)N4CCOCC4)cnn3c2C)c1	.	-6	7	.	.	3	4	-3
COc1ccc(C2/C=C\CN(C(=O)C3CC3)CC(=O)N2Cc2ccc(F)cc2)cc1 (stereo unspecified)	5	5	3	-4	1	-3	0	0
Cn1cnc([N+](=O)[O-])c1Sc1ncnc2nc[nH]c12	18	0	1	26	2	-3	0	3
CC(C)N(C)c1ncnc2c1ncn2[C@H]1CN(Cc2ccc3c(c2)OCO3)C[C@@H](CO)O1	-7	3	-3	0	2	-1	-26	0
CN1C(=O)[C@H]2[C@@H](/C=C/c3ccccc3)N3C(=O)CN(Cc4ccc(-c5ccccc5)cc4)C(=O)[C@@]3(Cc3ccccc3)[C@H]2C1=O	26	.	-6	3	1	0	.	.
COc1ccc(CCNC(=S)c2ccccc2)cc1OC	4	.	8	8	-1	1	-11	-3
N#CCCN(NC(=O)OCc1ccccc1)C(=O)OCc1ccccc1	1	.	-1	-1	-2	.	-8	.
Cc1nnc(NC(=O)CC(C)c2ccccc2)s1 (stereo unspecified)	1	.	3	8	0	-1	6	0
Cc1ccc(Cn2cc(CN3CC(N4CCN(C)CC4)CS3(=O)=O)nn2)cc1 (stereo unspecified)	0	.	-1	-10	-11	.	-4	.
C[C@@H]1CN([C@@H](C)CO)C(=O)c2cc(NC(=O)Cn3cnnn3)ccc2O[C@@H]1CN(C)Cc1ccc(-c2ccccc2)cc1	-4	-3	.	-5	0	-9	-6	-4[16.7 µM]
CC(=O)NC1=NC(=O)CS1	.	0	-2	.	.	2	29	2
C[C@@H]1CN([C@@H](C)CO)C(=O)c2cc(NC(=O)Nc3ccc(F)cc3)ccc2O[C@@H]1CN(C)C(=O)Nc1ccc(C(F)(F)F)cc1	.	2	.	-8	.	.	29	-4[16.7 µM]
O=C(C[C@@H]1CC[C@H](NS(=O)(=O)c2ccc(F)cc2)[C@H](CO)O1)NCc1ccccc1F	.	5	-12	-2	2	.	-9	.
CCc1ccc(CN(C)Cc2c(C(=O)N3CCOCC3)nc3c(C)cccn23)nc1	1	-2	16	6	-2	0	-5	-2
C[C@@H]1CCCCO[C@@H](CN(C)C(=O)Nc2cccc3ccccc23)[C@@H](C)CN([C@H](C)CO)C(=O)c2cc(NS(=O)(=O)c3cn(C)cn3)ccc2O1	4	3	.	1	.	-18	13	5[16.7 µM]
Cc1cc(C)c(C(=O)COC(=O)c2cccnc2Cl)c(C)c1	-13	-10	-3	11	0	.	0	-3
COc1ccc(CNC(=O)Cn2nc(Cc3cccnc3)c3ccccc3c2=O)cc1	5	.	5	-6	-1	1	.	.
CCCN(C(=O)c1nc2nccc(C)n2n1)c1c(N)n(Cc2ccccc2)c(=O)[nH]c1=O	6	-3	-2	0	2	1	6	.
O=C(NCc1cccs1)c1csc(COCCO)n1	2	.	3	-6	4	1	3	4
CS(=O)(=O)N(CCC#N)Cc1ccc(C=O)o1	1	8	2	-58	-2	-13	-12	1
CCOC(=O)C1(CCc2ccccc2)CCN(C(=O)C(C)n2cncn2)CC1 (stereo unspecified)	18	3	6	0	-1	1	-8	.
CCOC(=O)C1CCN(C(=O)c2sc3ncn(CC(=O)N4CCCCC4)c(=O)c3c2C)CC1	-3	-4	-2	3	1	-16	-2	-5
COc1ccc(NC(=O)c2cc(C3CCCCN3C(=O)OCc3ccccc3)on2)c(C)c1 (stereo unspecified)	3	-21	7	7	-2	-3	9	1
COc1ccc(-c2c(C)nn3c(N4CCC(C(=O)N5CCCCC5)CC4)cc(C)nc23)cc1OC	2	6	-4	-5	-1	2	3	-7
Cc1nn(-c2ccccc2)c(C)c1C1C(C#N)=C(N)Oc2n[nH]c(C)c21 (stereo unspecified)	1	.	5	.	.	6	.	4
O=C(NCC[C@H]1CC[C@H](NC(=O)c2cccnc2)[C@H](CO)O1)Nc1ccc(Cl)cc1	-27	-8	.	-50	-3	1	1	.
O=C(NCCO)c1nc(NCCO)c2ccccc2n1	.	-12	-5	.	.	2	-12	9
CCOc1ccc(C(=O)NCC(=O)NNC(=O)C2COc3ccccc3O2)cc1OCC (stereo unspecified)	1	.	-1	6	-1	-2	4	.
CCOc1cc2[nH]c(=O)n(CCCCC(=O)N3CCCCCC3)c(=O)c2cc1OCC	7	1	7	.	.	-1	.	11
O=C(C[C@@H]1CC[C@H](NC(=O)c2cccnc2)[C@H](CO)O1)NCc1ccc(Cl)c(Cl)c1	7	-9	-6	4	0	-1	-20	-3[16.7 µM]
O=C(c1ccc2ccccc2c1)C1CCCN(C(=O)c2cnccn2)C1 (stereo unspecified)	17	-8	6	-5	3	-3	13	-7
CCN(CC)CC(=O)N1c2ccccc2Sc2ccc(Cl)cc21	1	-6	6	.	.	5	.	3
COc1ccc(-c2cn(CCO)c(-c3ccncc3)n2)cc1	13	7	-27	-8	-1	4	-4	0
COc1ccc(/C=N/n2cc(-c3ccc(OC)cc3)nc2N)cc1	.	-3	.	.	9	1	10	-6
CCc1nc2oc3ccccc3c(=O)c2c(=O)n1CCOC	9	9	3	.	.	0	.	8
Cc1ccc2c(c1)c(Sc1ccccc1)c(CC(=O)O)n2C	16	0	-10	-2	-1	2	6	2
N#C[C@@H]1[C@@H](c2ccc(-c3ccccc3F)cc2)[C@H](CO)N1C(=O)c1ccccn1	4	4	-10	1	0	-2	-8	.
O=S(=O)(c1ccc(N2CCOCC2)nc1)N1CCOCC1	.	-5	-7	.	.	0	13	-3
O=C(Nc1ccccc1)C1=C[C@@H](c2coc3ccccc3c2=O)C[C@@H](OCCCCO)O1	22	5	9	4	-1	1	0	1
Cc1nc(NC(=S)NC(=O)c2ccccc2)sc1C(=O)N(C)C	.	-16	.	.	.	3	-18	-2
COc1cccc(OC)c1C(=O)N1CCN(Cc2c[nH]c3ccccc23)CC1	26	1	-2	6	1	2	16	-1
COCCn1c(SCC(=O)Nc2sccc2C(N)=O)nc2cc(Cl)ccc2c1=O	.	-2	.	.	.	-1	13	-12
CN(C)CCCNC(=O)C[C@H]1C=C[C@H](NC(=O)Cc2cccnc2)[C@@H](CO)O1	-13	10	16	1	2	2	28	-3[16.7 µM]
CCC(NC(=S)NC1CCCCC1)c1ccc(C(C)C)cc1 (stereo unspecified)	3	.	-1	21	-8	40	21	18
CCC(=O)N(C)C[C@@H]1Oc2ncc(C#C[C@@H](C)O)cc2C(=O)N([C@H](C)CO)C[C@H]1C	-1	9	.	-3	-1	-5	-1	6[16.7 µM]
COc1ccc(CCNc2ncnc3c2oc2ccccc23)cc1OC	.	-2	.	7	-1	-16	19	-7
COC(=O)C1CSC(C)(C)C(=O)N1 (stereo unspecified)	0	20	1	-2	0	-1	0	-4
Cc1nc([N+](=O)[O-])c(C(=O)OCc2ccc(C#N)cc2)n1C	0	-1	-14	-5	-2	.	-6	.
C/C=C/c1ccc2c(c1)O[C@@H](CN(C)S(C)(=O)=O)[C@@H](C)CN([C@@H](C)CO)S2(=O)=O	.	-1	-5	-2	2	-6	-11	1[16.7 µM]
CCN(C(=O)COC(=O)C1CCN(S(=O)(=O)c2ccc3c(c2)OCCO3)CC1)C1CCS(=O)(=O)C1 (stereo unspecified)	-4	1	-7	-1	13	0	-1	-10
COc1cc(OC)c(OC)cc1CN1CCN(c2ccc(F)cc2)CC1	29	-1	2	0	-9	0	-1	-3

Grouped by structure, the compounds so far containing a CF3 group.
SMILES	PAX8 reporter	PGC1a acetyl inh	FN deposition inh	EWS-Fli inh	Casp6 inh	Cneo AK release	LGR2 inh	miR122 inh
CCCCn1c(=O)[nH]c(=O)c2c1nc(-c1ccc(C(F)(F)F)cc1)n2C	12	-12	.	-7	-2	0	-4	0
C[C@@H]1CN([C@@H](C)CO)C(=O)c2cc(NC(=O)Nc3ccc(F)cc3)ccc2O[C@@H]1CN(C)C(=O)Nc1ccc(C(F)(F)F)cc1	.	2	.	-8	.	.	29	-4[16.7 µM]

Carrying on:
SMILES	PAX8 reporter	PGC1a acetyl inh	FN deposition inh	EWS-Fli inh	Casp6 inh	Cneo AK release	LGR2 inh	miR122 inh
O=S(=O)(c1ccccc1)N1CCN=C1SCc1cccnc1	9	.	-7	-7	-3	.	26	.
C[C@@H]1CCCCO[C@@H](CN(C)C(=O)Cc2ccccc2)[C@@H](C)CN([C@H](C)CO)C(=O)c2cc(NS(=O)(=O)c3ccc(Cl)cc3)ccc2O1	-15	-2	4	-18	-3	-2	14	3[16.7 µM]
CCCCCC1CC1C(=O)N/N=C/c1ccc(N(C)C)cc1 (stereo unspecified)	13	.	-11	.	.	7	.	2
CCOc1ccc(NS(=O)(=O)c2ccc(C(=O)NCC(c3ccccc3OC)N3CCCC3)cc2)cc1 (stereo unspecified)	8	.	4	4	-98	.	5	.
N#C[C@@H]1[C@@H](c2ccc(-c3ccc(F)cc3)cc2)[C@H](CO)N1c1nc(-c2ccccc2)cs1	0	-11	-4	-6	-1	3	1	.
COc1cccc(N2C(=O)CC(Sc3nc(C)cc(C)n3)C2=O)c1 (stereo unspecified)	-6	.	-3	5	-1	0	-3	-4
O=C(Nc1ccc(OCc2ccccc2)cc1)Nc1ccccc1C(=O)NCCCN1CCOCC1	-16	1	-13	-22	-3	.	-25	3
O=C(C1CCN(S(=O)(=O)c2ccccc2)CC1)N1CCN(c2ccccc2F)CC1	11	5	-14	-5	-4	2	8	-5
O=C1/C(=C/c2ccc(F)cc2)SC(=S)N1Nc1ncc(C(F)(F)F)cc1Cl	-1	-26	.	.	.	-1	.	0

Fetched by structure from the list above (5):
SMILES	PAX8 reporter	PGC1a acetyl inh	FN deposition inh	EWS-Fli inh	Casp6 inh	Cneo AK release	LGR2 inh	miR122 inh
O=C(CN1CCOCC1)Nc1c(C(=O)C2CC2)oc2ccccc12	-10	-10	.	10	2	0	-5	4
COc1ccc(NC(=O)c2cc(C3CCCCN3C(=O)OCc3ccccc3)on2)c(C)c1 (stereo unspecified)	3	-21	7	7	-2	-3	9	1
CC(=O)NC1=NC(=O)CS1	.	0	-2	.	.	2	29	2
CCOc1ccc(NS(=O)(=O)c2ccc(C(=O)NCC(c3ccccc3OC)N3CCCC3)cc2)cc1 (stereo unspecified)	8	.	4	4	-98	.	5	.
CO[C@H]1CN(C)C(=O)c2ccc(NC(=O)C3CC3)cc2OC[C@@H](C)N(C(=O)c2ccccn2)C[C@H]1C	-9	-5	-3	1	-1	-2	8	.
